# Bioassay records: PubChem, several laboratories
# K1F lysis inhibition: inhibition of K1F phage lysis, E. coli UTI89, bacterial capsule biogenesis inhibitors, alamar blue (AID 488966). E. coli UTI89 K1F phage lysis, alamar blue, 2 h; higher % means a stronger effect. inhibition, % at 100 µM, or IC50 in µM where a hit was titrated. actives 0.02% (n = 340,000);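 active = phage lysis inhibition, versus mean bacterial control, above a set limit; inconclusive = no clear call, values can overlap the other calls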;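 note: capsule biogenesis inhibitors block K1F phage lysis so surviving cells raise fluorescence; higher fluorescence means more inhibition of phage lysis; actives were called in the ten point dose series up to 300 µM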
# MgcRacGAP inhibition: MgcRacGAP GTPase-activating activity inhibitors, confirmation, biochemical, ADP Hunter fluorescence; actives 0.6% (n = 340,000); inhibition, % at 30 µM, or IC50 in µM where a hit was titrated; MgcRacGAP-stimulated Rac1 GTP hydrolysis, ADP Hunter fluorescence; higher % means a stronger effect; GST-tagged Rac1 F28L mutant substrate; AID 624330, 2012;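 active = first-screen hits whose inhibition reached a set limit at any dose in the follow-up dose series; inconclusive = inhibition above the set first-screen limit but never retested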;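 note: fluorescence reports GDP produced by GAP-driven GTP hydrolysis; strong numbers were not always called active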
# T cell HTS: modulators of CD8 T cell-vesicle binding, primary screen, mouse 2C CD8+ T cells, flow cytometry | actives 0.068% (n = 330,000) | AID 2052, 2009 | 2C CD8+ T cell-vesicle binding; stronger effect = lower value | calls only at 7 µM;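 active = response, share of CD8 T cells binding vesicles, and their 90th percentile fluorescence all below set limits, cut at about 80% in these data, passing the limit was not always enough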
#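 material = purified 2C TCR transgenic mouse naive CD8+ T cells | controls = Unloaded micro-vesicles (low), QL9 vesicles with 0.7% DMSO (high) | detection = cytometric PE anti-B7-1 and Alexa647 anti-CD8 signals after 1% paraformaldehyde fixation | incubation = binding step 1.5 h, 37 °C, antibody labelling 20 min, ice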
# NS5 inhibitors: Dengue-2 NS5 methyltransferase inhibitors, primary screen, biochemical, confirmation dose response (AID 588689); Dengue-2 NS5 methyltransferase capping enzyme assay, biochemical; higher % means a stronger effect; one-dose inhibition, % at 25 µM; IC50 in µM for titrated hits; actives 0.3% (n = 340,000); in the data active = a potency from the dose series; inconclusive = inhibition above about 29% without an active follow-up result
# RSV antiviral HEp-2: RSV antiviral activity via CPE protection, HEp-2 cells, primary 10 µM value included (AID 2391); CPE inhibition, % at 10 µM, or IC50 in µM where a hit was titrated; HEp-2 cells, RSV-induced CPE inhibition; higher % means a stronger effect; actives 0.13% (n = 310,000); in the data active = a potency from the dose series; inconclusive = CPE inhibition mostly from about 23% at the one dose, without a potency; inactive = the rest, 99 in 100 with CPE inhibition below about 21%; note: strong numbers were not always called active
# West Nile virus CPE: West Nile virus antiviral activity, cell-based, CPE readout (AID 1621) | actives 0.02% (n = 290,000) | West Nile virus-infected cells, CPE inhibition; higher % means a stronger effect | CPE inhibition, % at 10 µM; hits with a dose series show IC50 in µM; in the data active = a potency from the dose series; inconclusive = CPE inhibition mostly from about 3.7% at the one dose, without a potency; inactive = the rest, 99 in 100 with CPE inhibition below about 2.2%; note: strong numbers were not always called active
# NTR1 agonist: agonists of NTR1, primary screen, imaging, U2OS cells, beta-arrestin-GFP, high content (AID 493036). activation, % at 20 µM. actives 0.17% (n = 330,000). NTR1-U2OS beta-arrestin-GFP spot imaging, agonist mode;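 active = activation at or above 40% of the spot to cytoplasm intensity ratio, with at least 20 cells analyzed; inconclusive = wells under 20 cells, flagged as cytotoxic or low count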;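 note: 0% = DMSO without peptide and 100% = 100 nM NTR1 peptide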
# Target sequence (P30989 whole entry, looked up): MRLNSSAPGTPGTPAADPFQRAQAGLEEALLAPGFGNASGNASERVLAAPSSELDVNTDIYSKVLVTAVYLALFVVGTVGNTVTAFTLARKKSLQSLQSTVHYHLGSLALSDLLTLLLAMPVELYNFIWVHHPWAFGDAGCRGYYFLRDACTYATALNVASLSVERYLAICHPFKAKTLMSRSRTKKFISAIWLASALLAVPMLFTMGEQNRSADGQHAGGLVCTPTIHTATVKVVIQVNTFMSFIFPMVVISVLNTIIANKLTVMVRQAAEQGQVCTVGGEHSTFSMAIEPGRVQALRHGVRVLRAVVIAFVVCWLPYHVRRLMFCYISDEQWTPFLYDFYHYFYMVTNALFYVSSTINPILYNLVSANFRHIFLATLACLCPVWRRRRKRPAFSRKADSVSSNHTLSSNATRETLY
# PhoP inhibition: inhibitors of PhoP regulon expression, primary screen, Salmonella Typhimurium, GFP reporter (AID 1863) | actives 0.16% (n = 300,000) | inhibition, % at 50 µM, or IC50 in µM where a hit was titrated | S. Typhimurium PhoP-regulated promoter GFP reporter, 4 h; higher % means a stronger effect;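 active = inhibition over 29.93%, a cutoff 3 SD above the screen mean, later confirmed by dose response; inconclusive = inhibition over 29.93% but no dose response follow-up; inactive = inhibition at most 29.93% or unconfirmed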;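 note: 0% = low Mg2+ inducing control and 100% = high Mg2+ repressing control; strong numbers were not always called active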
# SV40 large T antigen: SV40 large T antigen inhibitors, biochemical (AID 1903) | inhibition, % at 20 µM, or IC50 in µM where a hit was titrated | actives 0.39% (n = 310,000) | SV40 large T antigen ATPase/helicase inhibition assay; higher % means a stronger effect; in the data active = a potency from the dose series; inconclusive = inhibition mostly from about 32% at the one dose, without a potency; inactive = the rest, 99 in 100 with inhibition below about 32%; note: strong numbers were not always called active
# T cell HTS vesicle-bound %: also measured in T cell HTS; calls as there; double positive events, %; measured here: CD8+ vesicle-bound cell fraction;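 binding gate set so that unloaded-vesicle control wells show 10% double positive cells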
# NTR1 agonist cell count 20 µM: second read-out of NTR1 agonist, no call of its own (marks repeat the call); cell count; measured here: cell count, cytotoxicity flag
# NS5 inhibitors pilot replicate: further read-out of NS5 inhibitors, marked with its call; inhibition, %; measured here: pilot screen replicate inhibition
# * hit, by the source's call; i = inactive; ? = inconclusive; . = not tested or not shown; [ ] = dose if it differs, or a comment. An unsorted share of the library; about 1.5% have a hit in one of these screens.
SMILES,K1F lysis inhibition,MgcRacGAP inhibition,T cell HTS,T cell HTS vesicle-bound %,NS5 inhibitors,RSV antiviral HEp-2,West Nile virus CPE,NTR1 agonist,NTR1 agonist cell count 20 µM,PhoP inhibition,SV40 large T antigen,others
CN(Cc1cccc(-n2cccn2)c1)C(=O)CCc1nnc(C2CCCCC2)o1,0.1%,10%,i,0,0%,3.6%,-1.0%,1.1,41,4%,1%,
O=c1[nH]c(CCl)nc2cc(-c3ccc(F)cc3)sc12,-1.2%,6%,i,30,-5%,-0.5%,-1.0%,2.5,36,-4%,35%,
O=C(NCc1cccnc1)c1ccc(CS(=O)(=O)c2ccc(Br)cc2)o1,-0.7%,0%,i,37,-3%,0.8%,-1.0%,2.0,65,-4%,1%,
CCN1CCN(c2ccc(N=Cc3ccccc3O)cc2)CC1,0.0%,21µM*,i,29,5%,-0.7%,-0.4%,1.3,47,7%,?,
CCN(C(=O)/C=C/c1ccc(OC)cc1)C1CCCCC1,0.2%,11%,i,57,-5%,6.7%,-1.0%,0.4,68,-3%,5%,NS5 inhibitors pilot replicate=5.2
COc1ccc(S(=O)(=O)N(C)CC(=O)N2CCC(C(N)=O)CC2)cc1Cl,-0.7%,1%,i,15,-5%,0.9%,-0.5%,-1.1,65,-10%,2%,NS5 inhibitors pilot replicate=2.3
Cc1ccc(S(=O)(=O)N2CCC(C(=O)N[C@H](C(=O)NC3CCS(=O)(=O)C3)C(C)C)CC2)cc1 (stereo not given in full),1.8%,7%,i,43,-5%,2.0%,.,-1.2,29,4%,8%,
CC(C)(CO)NCC(=O)Nc1cc(C(F)(F)F)cc(NC(=O)CNC(C)(C)CO)c1Cl,-3.1%,1%,i,40,-9%,1.5%,0.3%,-0.6,56,15%,-5%,
C/C(=N\NC(=O)c1ccccc1C)c1ccc(NC(=O)c2cccs2)cc1,0.1%,5%,i,26,-10%,1.9%,.,-1.1,44,8%,0%,
Cn1ncc(Cl)c(Oc2ccccc2)c1=O,0.3%,11%,i,51,-2%,0.2%,-0.1%,-2.0,46,-6%,1%,
O=C(CCN1CCc2ccccc2C1)Nc1ccc2c(c1)OCO2,0.4%,2%,i,63,-2%,-1.4%,-0.7%,0.3,74,-8%,5%,
COCCN1C2=C(C(=O)CC(C)(C)C2)C(c2ccc(O)c(OC)c2)C2=C1CC(C)(C)CC2=O,-1.8%,-8%,i,60,-9%,1.2%,-1.4%,-0.3,70,-5%,12%,
O=C(CN1C(=O)NC(CCc2ccccc2)C1=O)Nc1cccc(Br)c1 (stereo not given),0.3%[50 µM],4%,i,56,-5%,.,.,-1.7,56,.,.,
CCOc1cccc(CNc2ccc(O)cc2)c1OCc1ccccc1Cl,0.4%,29%,i,47,58%,14%,0.0%,2.0,61,0%,?,
Cc1ccc(NC(=O)CN2CCN(S(=O)(=O)c3ccc(F)cc3)CC2)cc1C,0.2%[50 µM],11%,i,32,-1%,1.4%,.,0.0,54,.,.,
CCOC(=O)CNC(=O)CSc1ccc2nnc(-c3cccnc3)n2n1,3.6%,0%,i,52,-4%,2.2%,0.4%,5.2,63,-2%,9%,
CC1CN(C2=CC(=O)CCC2)CC(C)O1 (stereo not given),-0.3%,8%,i,22,-6%,0.5%,0.7%,1.5,40,2%,2%,
Cc1ccc(S(=O)(=O)Cn2nnnc2C(c2ccccc2)N2CCN(c3ncccn3)CC2)cc1 (stereo not given),0.5%,8%,i,25,9%,8.8%,0.2%,1.0,78,2%,4%,
CCCC(=O)NC(Nc1ccccc1OC)C(Cl)(Cl)Cl (stereo not given),3.0%,-6%,i,28,-3%,-0.7%,-0.3%,-1.5,55,-2%,19%,
Cc1ccc(NC(=O)CN2C(=O)S/C(=C/c3ccc(-c4cccc(C(=O)O)c4)o3)C2=O)cc1,-2.0%,17%,.,.,-4%,.,0.4%,.,.,1%,10%,
Cc1ccc(N2C(=O)CSC2c2ccc3c(c2)OCO3)cc1 (stereo not given),3.0%,6%,i,6,-8%,1.8%,.,2.9,67,-4%,5%,
Nc1ccc(Cl)c[n+]1Cc1cccc2cccnc12,-0.5%[50 µM],5%,i,14,-7%,50%,0.0%,1.9,58,1%,4%,
Cc1ccc(C(=O)NC2CCC(C)CC2)o1 (stereo not given),-0.2%[50 µM],-2%,i,31,-6%,-0.6%,.,-0.7,66,2%,0%,
CCOC(=O)c1cnc2c(CC)cccc2c1NCCCN1CCOCC1,0.3%,12%,i,55,-12%,-1.5%,-1.9%,0.0,54,0%,9%,
Cc1oc2cc(OC(=O)c3ccco3)ccc2c(=O)c1-c1nc2ccccc2n1C,-1.8%,3%,i,28,-30%,1.2%,0.6%,8.3,51,9%,5%,
O=C(CC(c1ccco1)C1CCCCC1=O)c1ccccc1 (stereo not given),0.1%,8%,i,31,-10%,-0.5%,-0.3%,-1.0,38,-8%,8%,
Cc1ccccc1C(=O)N1CCC(C(=O)NN2C(=O)NC3(CCCCC3)C2=O)CC1,1.6%[50 µM],3%,i,65,-7%,2.3%,.,4.6,66,.,.,
CCC1Nc2ncnc(N3CCCCC3)c2N(Cc2ccc(C)cc2)C1=O (stereo not given),0.8%,15%,i,10,-4%,.,.,10,58,.,.,
CC1CN(Cc2nc3c(c(=O)n(C)c(=O)n3C)n2CCN2CCOCC2)CC(C)O1 (stereo not given),-1.9%,3%,.,.,-4%,.,-0.7%,.,.,-3%,9%,
S=C(NCCc1c[nH]c2ccccc12)NC1CC1,-0.2%,-6%,i,16,2%,1.0%,1.1%,-0.3,42,0%,2%,
O=C(O)Cc1ccc(NC(=O)c2cccc(NC(=O)c3ccco3)c2)cc1,-0.1%,-1%,i,33,-2%,0.5%,-0.5%,0.4,89,-2%,3%,
CCN(CC)S(=O)(=O)c1cnccc1N1CCN(c2cccc(Cl)c2)CC1,0.1%,3%,i,27,-3%,13%,-2.0%,2.7,46,12%,6%,
Cc1ccc(-c2nc3ncccn3c2Nc2ccc3c(c2)OCCO3)o1,2.7%,18%,i,30,10%,1.2%,0.4%,2.9,77,-2%,26%,
COc1ccc(C2=NOC(Cn3nc(C(=O)O)cc3-c3ccccc3)C2)cc1 (stereo not given),1.5%,2%,i,20,1%,0.5%,-0.4%,-3.5,74,5%,4%,
O=C1c2cccnc2C(=O)N1C1CCCCC1,0.2%,11%,i,36,-1%,-0.7%,0.3%,-0.3,93,2%,-4%,
CCCCOC(=O)c1ccc(NC(=O)COC(=O)c2ccc3ncsc3c2)cc1,0.4%[50 µM],2%,i,33,1%,0.0%,.,1.0,42,.,.,
C=CCNc1oc(-c2ccc(OC)cc2)nc1C#N,-0.2%,7%,i,19,-3%,4.1%,-0.1%,3.2,55,7%,8%,
COc1ccc(-c2cccc(-c3cc(=O)oc4ccc(C(C)(C)C)cc34)c2)cc1,0.3%,6%,.,.,-4%,.,.,-0.2,57,.,.,NS5 inhibitors pilot replicate=-0.9
COc1ccc(Cn2c(-c3ccco3)nc3oc4cc(OC)ccc4c(=O)c3c2=O)cc1,-1.0%,1%,i,41,9%,5.1%,0.2%,3.6,92,-26%,5%,
CCN1CCN(C(=O)c2ccc3c(c2)N(Cc2ccc(C)cc2)CCS3)CC1,-0.2%,-10%,i,48,11%,-1.9%,-1.2%,1.9,51,-2%,13%,
CCOC(=O)Cc1csc(NC(=O)CSc2nnc(C(C)C)n2CC)n1,0.4%,4%,i,10,-4%,0.0%,0.2%,4.3,61,-18%,18%,
O=C(Nc1ccccc1Cl)C1CC(=O)N(Cc2ccco2)C1 (stereo not given),0.8%[50 µM],1%,i,48,0%,1.4%,.,0.6,52,.,.,
Cc1ccc(S(=O)(=O)Nc2c(C(=O)O)[nH]c3ccccc23)cc1C,0.1%,7%,i,6,-1%,0.7%,-0.2%,0.4,64,-2%,17%,
CC(=O)OCC(OC(C)=O)C(OC(C)=O)C(OC(C)=O)C(=O)Nc1cccc(C)c1 (stereo not given),0.5%,13%,i,28,-2%,0.2%,0.2%,-0.4,48,-6%,17%,
COc1nc(NC2CCCCC2)nc(NC(C)(C)C)n1,-1.1%,-2%,i,44,2%,5.0%,.,5.0,62,.,10%,
CC(=O)Nc1nonc1C(=O)N1CCC(C)CC1,5.8%,3%,i,14,0%,-1.5%,-0.1%,-1.5,67,2%,22%,
Cc1cc(C)cc(NC(=O)CSc2nc3ccccc3nc2N2CCCC2)c1,0.5%,7%,i,42,1%,1.7%,-0.9%,0.3,93,.,3%,
